Compound activity deposited in PubChem by National Center for Advancing Translational Sciences (NCATS).
GPT2 inhibitor: blocks human glutamate pyruvate transaminase 2. AID 1671188. Q8TD30. 0.25% of 100,000 active. Potency, µM (series often up to 57.7 µM), for inactives: at the top dose activity change, negative = inhibition, hits mostly inhibitors. Recombinant GPT2, coupled pyruvate oxidase/HRP Amplex Red fluorescence; also: potency is read from the fitted curve at half-maximal effect; nearly all actives have a fitted effect of over 60% in size; many of its hits are not listed in these tables
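Recombinant GPT2 (10ng/uL) with 250uM a-KG and 2mM L-alanine, 30 min at room temperature, in HEPES pH 7.5 buffer. Pyruvate detected by pyruvate oxidase/HRP/Amplex Red fluorescence after 30 min in the dark; AOA (50uM) as positive control.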
HEK293 tox: cytotoxic compounds in HEK 293 cells; AID 1345083; Potency, µM (doses to about 115 µM), inactives show at the top dose activity change, negative = cytotoxicity, most hits filed as inhibitors; HEK 293 viability, ATP luminescence (CellTiter-Glo), 48-72 h; 6.6% of 94,000 active; also: potency is read from the fitted curve at half-maximal effect; nearly all actives have a fitted effect of over 60% in size
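CellTiter-Glo luminescence (cellular ATP) was read after 48 or 72 hr of compound exposure at 37 degree Celsius. Cells were HEK 293 plated at 250 cells/well.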
IP6K1 inh: blocks human inositol hexakisphosphate kinase 1 | Q92551 | IP6K1 kinase, ADP-Glo luminescence, 2 h; stronger effect = lower value | activity change, % (series mostly up to about 58 µM) | 0.81% of 140,000 active; in the data active = activity change below about -25%
Target sequence (Q92551 whole entry, looked up): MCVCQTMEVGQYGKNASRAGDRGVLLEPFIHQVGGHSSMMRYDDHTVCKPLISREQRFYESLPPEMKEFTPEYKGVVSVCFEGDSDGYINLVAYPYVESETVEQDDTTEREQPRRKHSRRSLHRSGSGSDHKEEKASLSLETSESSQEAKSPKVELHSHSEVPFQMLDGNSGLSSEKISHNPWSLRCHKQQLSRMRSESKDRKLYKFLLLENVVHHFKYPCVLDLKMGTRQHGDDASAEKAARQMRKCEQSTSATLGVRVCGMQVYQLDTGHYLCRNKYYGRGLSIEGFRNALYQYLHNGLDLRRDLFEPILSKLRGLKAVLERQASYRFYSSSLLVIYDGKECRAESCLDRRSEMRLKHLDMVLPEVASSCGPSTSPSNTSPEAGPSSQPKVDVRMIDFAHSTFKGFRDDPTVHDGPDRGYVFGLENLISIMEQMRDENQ
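ADP-Glo luminescence measures ADP made by human IP6K1 during a 2 h RT reaction with ATP/IP6 (mix at 1.3 mM/130 uM); top library doses 57.5 and 19.1 uM final.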
SNCA viab count: counter-screen for SNCA expression inhibitors: cell viability; HEK-293-SNCA-luc viability, GF-AFC fluorescence, 24 h; Potency, µM (highest dose often 57.1 µM), inactives show top-dose activity change, negative = cytotoxicity, actives largely listed as cytotoxic; 0.12% of 150,000 active;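 also: potency is read from the fitted curve at half-maximal effect; 0% = DMSO-treated cells and -100% = medium-only wells without cells; nearly all actives have a fitted effect of over 30% in size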
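HEK-293-SNCA-luc cells (1500/well) plated 24 h, then exposed 24 h to a dilution series; GF-AFC added 30 min at 37C, fluorescence 405/540 nm; normalised to medium-only and DMSO wells, Hill fit.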
NIH3T3 tox: kills NIH 3T3 cells | NIH 3T3 viability, CellTiter-Glo ATP luminescence, 48-72 h | Potency, µM (highest dose often 96.7 µM), without a hit: at the highest dose activity change, negative = cytotoxicity, hits mostly inhibitors | 4.3% of 94,000 active | AID 1345082; also: potency is read from the fitted curve at half-maximal effect; nearly all actives have a fitted effect of over 55% in size
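First NIH 3T3 cells are plated at 400 cells/well; next compound is pinned in; then plates incubate 48 or 72 hr at 37 °C; finally CellTiter-Glo is added and luminescence read after 10 min.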
FLuc inh: blocks purified firefly luciferase enzyme activity; AID 1347043; purified P. pyralis luciferase, luminescence, biochemical; P08659; Potency, µM (top dose mostly 115 µM), without a hit: at the highest dose activity change, negative = inhibition, usual class: inhibitors; 2.5% of 76,000 active; also: potency is read from the fitted curve at half-maximal effect; nearly all actives have a fitted effect of over 65% in size
Target sequence (P08659 whole entry, looked up): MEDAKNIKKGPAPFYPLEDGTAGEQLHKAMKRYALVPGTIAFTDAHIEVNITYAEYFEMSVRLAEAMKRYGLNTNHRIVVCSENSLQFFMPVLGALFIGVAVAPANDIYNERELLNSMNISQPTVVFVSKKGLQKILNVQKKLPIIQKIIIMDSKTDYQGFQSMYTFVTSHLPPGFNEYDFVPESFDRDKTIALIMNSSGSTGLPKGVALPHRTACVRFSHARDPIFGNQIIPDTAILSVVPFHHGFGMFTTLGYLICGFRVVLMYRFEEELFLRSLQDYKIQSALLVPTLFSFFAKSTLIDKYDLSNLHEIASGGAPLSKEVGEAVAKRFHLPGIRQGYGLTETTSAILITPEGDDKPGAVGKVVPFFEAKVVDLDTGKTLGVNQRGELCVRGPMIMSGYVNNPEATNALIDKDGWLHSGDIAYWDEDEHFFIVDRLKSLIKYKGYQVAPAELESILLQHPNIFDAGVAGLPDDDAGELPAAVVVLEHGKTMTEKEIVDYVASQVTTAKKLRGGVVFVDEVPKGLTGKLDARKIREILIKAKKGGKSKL
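Cell-free enzyme assay, 10nM P. pyralis luciferase, luciferin and ATP each at 10uM. Inhibition profiled over a 6-point titration, read as luminescence.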
SNCA expr inh: reduces expression of the alpha-synuclein gene. AID 1671194. HEK-293 SNCA-luciferase knock-in, luminescence, 24 h. 0.17% of 140,000 active. Potency, µM (doses to about 57.2 µM), for the others: top-dose activity change, negative = inhibition, usual class: inhibitors;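 also: potency is read from the fitted curve at half-maximal effect; plate controls were DMSO cells for no effect and cell-free wells for full effect; nearly all actives have a fitted effect of over 45% in size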
* = called active by the depositor; [ ] = remark or other dose. Unless noted, calls follow the shape of the dose curve; as a rule, active = well fitted curve in the direction sought with a large enough effect; inconclusive = small, poorly fitted or top-dose-only effect, or another doubt; inactive = no such curve, though single readings can be large; an effect the other way counts as inactive or inconclusive. Unless noted, % is scaled to controls: 0 for no effect and ±100 for the full control effect.

Screening COC(=O)C1=COC(O[C@@H]2O[C@H](CO)[C@@H](O)[C@H](O)[C@H]2O)C2C(C)C(=O)CC12 (some centres not stated) returned GPT2 inhibitor inconclusive, IP6K1 inh 23 and SNCA viab count inconclusive.
`CCOC(=O)c1ccc(NS(=O)(=O)c2ccc3c(c2)OCCO3)cc1` gave IP6K1 inh -12, SNCA viab count 4% and SNCA expr inh -27%.
`O=C(NC1CCN(c2cc(-c3cccs3)[nH]n2)C1)c1ccncc1` (configuration not stated) gave GPT2 inhibitor inconclusive, HEK293 tox inconclusive, IP6K1 inh -3, SNCA viab count -12%, NIH3T3 tox -9%, FLuc inh 12% and SNCA expr inh 0%.
CCOc1ccc(-n2cc(-c3ccccc3)c3c(N4CCC(C)CC4)ncnc32)cc1 was read as IP6K1 inh -3, SNCA viab count 5% and SNCA expr inh -1%.
Cc1nc2c(c(-c3ccc(O)cc3)n1)CCN(C(=O)c1ccccc1)CC2 was read as GPT2 inhibitor inactive, HEK293 tox -16%, IP6K1 inh 26, SNCA viab count -4%, NIH3T3 tox -22% and SNCA expr inh -9%.
`Cc1ccc(Cn2c(CNS(=O)(=O)c3ccc(C(C)(C)C)cc3)nc3cccnc32)cc1` gave IP6K1 inh -6, SNCA viab count 6% and SNCA expr inh 55%[activator].
For CC(Oc1ccc(CN2CCN(CCS(C)(=O)=O)CC2)cc1)C(=O)O (configuration not stated) the results were GPT2 inhibitor 3%, HEK293 tox -1%, IP6K1 inh 0, SNCA viab count 5%, NIH3T3 tox -6%, FLuc inh 8% and SNCA expr inh -17%.
CCOc1ccccc1CNC(=O)c1noc(-c2ccc(C)cc2)n1 was read as GPT2 inhibitor 4%, HEK293 tox inconclusive, IP6K1 inh -20, SNCA viab count -5%, NIH3T3 tox inconclusive, FLuc inh inconclusive and SNCA expr inh 6%.
For Cc1c2cnn(CC(=O)NCC(C)c3ccccc3)c(=O)c2c(C)n1Cc1cccc(Cl)c1 (configuration not stated) the results were IP6K1 inh -3, SNCA viab count 3% and SNCA expr inh -4%.
Screening Cc1ccc(-c2nc(-c3cc4cccc(OCc5ccc(F)cc5)c4oc3=O)no2)cc1 returned IP6K1 inh 5, SNCA viab count -10% and SNCA expr inh inconclusive.
`Cc1cc(N2CCN(C)CC2)nc2ccc(NC(=O)c3ccccc3F)cc12` gave IP6K1 inh 1, SNCA viab count -7% and SNCA expr inh 135%[activator].
For CCn1ccc(C(=O)NC2CCN(c3cc(-c4ccccc4)[nH]n3)CC2)n1 the results were GPT2 inhibitor inactive, HEK293 tox -12%, IP6K1 inh 17, SNCA viab count 9%, NIH3T3 tox inconclusive, FLuc inh inconclusive and SNCA expr inh 77%[activator].
`Cc1cccc(C(=O)n2nc(-c3ccco3)nc2NCc2ccccc2)c1` gave IP6K1 inh -1, SNCA viab count -6% and SNCA expr inh 75%[activator].
`COc1ccc(-c2nc3c4ccccc4n(CC(=O)Nc4cc(F)ccc4F)c(=O)n3n2)cc1` gave IP6K1 inh 3, SNCA viab count -2% and SNCA expr inh 72%[activator].
Screening Cc1ccc(N2CC(c3nnc(Cc4ccc(Cl)cc4)o3)CC2=O)cc1 (configuration not stated) returned IP6K1 inh -12, SNCA viab count -6% and SNCA expr inh 10%.
`COc1cccc(NC(=O)N2CCC(OC3CCN(S(C)(=O)=O)CC3)CC2)c1` gave GPT2 inhibitor inactive, HEK293 tox 2%, IP6K1 inh 0, SNCA viab count 6%, NIH3T3 tox 3%, FLuc inh -5% and SNCA expr inh -19%.
Screening CCCN(Cc1ccncc1)C(=O)c1cnc(-c2ccccn2)[nH]c1=O returned GPT2 inhibitor 2%, HEK293 tox inconclusive, IP6K1 inh 0, SNCA viab count -26%, NIH3T3 tox inconclusive, FLuc inh -4% and SNCA expr inh inconclusive.
`Cc1nnc2c3ccccc3nc(N3CCN(c4ccccc4)CC3)n12` gave IP6K1 inh 15, SNCA viab count 5% and SNCA expr inh 18%.
For O=C(Cc1ccc(F)cc1)N1CCC(Cc2nc(-c3ccc(F)cc3)no2)CC1 the results were GPT2 inhibitor -4%, HEK293 tox inconclusive, IP6K1 inh 0, SNCA viab count -8%, NIH3T3 tox inconclusive, FLuc inh -7% and SNCA expr inh -4%.
Screening N#Cc1ccc(CN2CCCC3(COc4ccccc4C(=O)N3)C2)cc1 (configuration not stated) returned GPT2 inhibitor -10%, HEK293 tox inconclusive, IP6K1 inh 17, SNCA viab count 2%, NIH3T3 tox inconclusive, FLuc inh -9% and SNCA expr inh inconclusive.
For CN1C(=O)CO[C@H](c2ccc(NC(=O)NC(C)(C)C)cc2)[C@H]1CO the results were GPT2 inhibitor -16%[88.5 µM], HEK293 tox -2%[172 µM], IP6K1 inh 2, SNCA viab count 1%[87.6 µM], NIH3T3 tox inconclusive, FLuc inh -15%[172 µM] and SNCA expr inh -1%[87.6 µM].
Cc1noc(C)c1C(=O)N1C[C@@H](COCC2CC2)[C@H](c2ccccn2)C1 was read as GPT2 inhibitor inactive, HEK293 tox 3%, IP6K1 inh 8, SNCA viab count 2%, NIH3T3 tox -6%, FLuc inh -2% and SNCA expr inh 28%.
Screening Cc1cccc(N2CCN(S(=O)(=O)c3cc(C(=O)Nc4ccc(Oc5ccccc5)cc4)ccc3F)CC2)c1C returned IP6K1 inh 56, SNCA viab count 6% and SNCA expr inh -19%.
Screening COc1ccccc1C(=O)NC1CCN(c2ccc(C)cc2)C1=O (configuration not stated) returned GPT2 inhibitor inactive, HEK293 tox -10%, IP6K1 inh -10, SNCA viab count 7%, NIH3T3 tox -11%, FLuc inh -7% and SNCA expr inh -29%.
Screening COc1cc(OC)cc(C(=O)NCc2ccc3c(c2)CCN3C(=O)c2ccccc2)c1 returned IP6K1 inh -9, SNCA viab count -8% and SNCA expr inh -10%.
COCCc1nncn1C1CCN(C(=O)c2ccc(OC)cc2)CC1 was read as GPT2 inhibitor inactive, HEK293 tox -8%, IP6K1 inh 13, SNCA viab count 3%, NIH3T3 tox -4%, FLuc inh -5% and SNCA expr inh -24%.
O=[S+]([O-])(c1ccc(Br)cc1)c1nnn2c1nc(NCc1ccc(F)cc1)c1ccccc12 was read as GPT2 inhibitor inactive, HEK293 tox inactive, IP6K1 inh -6, SNCA viab count 0%, NIH3T3 tox inactive and SNCA expr inh -11%.
For O=C(NCCc1nc2ccccc2n1Cc1ccc(Cl)cc1)c1ccccc1 the results were IP6K1 inh -14, SNCA viab count -11% and SNCA expr inh -8%.
For CCCCc1cc(C[C@H]2CNCC[C@H]2CC(=O)N2CCC(n3c(=O)[nH]c4ccccc43)CC2)no1 the results were GPT2 inhibitor inactive, HEK293 tox 4%, IP6K1 inh -5, SNCA viab count 4%, NIH3T3 tox 2%, FLuc inh -2% and SNCA expr inh -19%.
For COc1ccc(-c2nc3ccccc3n3c(-c4cccc(C)c4)c4c(=O)n(C)c(=O)n(C)c4c23)cc1 the results were IP6K1 inh -14, SNCA viab count 4% and SNCA expr inh 6%.
For Cc1ccc(-c2nnc(C3CN(C(=O)C4CCC4)CC34CCOCC4)o2)cc1 (configuration not stated) the results were GPT2 inhibitor -1%, HEK293 tox -4%, IP6K1 inh 15, SNCA viab count -10%, NIH3T3 tox -16%, FLuc inh -10% and SNCA expr inh -11%.
For CCOCCOC1CCN(S(=O)(=O)c2ccccc2)CC1 the results were GPT2 inhibitor inconclusive, HEK293 tox -1%, IP6K1 inh -6, SNCA viab count -22%[12.5 µM], NIH3T3 tox -8%, FLuc inh 1% and SNCA expr inh inconclusive.
`COc1cc(-c2cc3n(C)c(C)c(CCC(=O)NC4CCCCC4)c(=O)n3n2)cc(OC)c1OC` gave IP6K1 inh -3, SNCA viab count -11% and SNCA expr inh 53%[activator].
For CC(C)c1ccc(S(=O)(=O)c2nnn3c2nc(N2CCN(C)CC2)c2sccc23)cc1 the results were IP6K1 inh 21, SNCA viab count -20% and SNCA expr inh 18%.
Screening O=[S+]([O-])(c1ccc(Cl)cc1)c1nnn2c1nc(NC1CCCC1)c1ccccc12 returned GPT2 inhibitor -12%, HEK293 tox inconclusive, IP6K1 inh 8, SNCA viab count 4%, NIH3T3 tox inconclusive and SNCA expr inh -9%.
`Cc1ccc(C)c(S(=O)(=O)n2cnc3ccccc32)c1` gave GPT2 inhibitor -11%, IP6K1 inh -5 and SNCA viab count -20%.
O=C(NCc1cccc(Cl)c1)C1CCCN(c2nn3cc(-c4ccc(F)cc4)nc3s2)C1 (configuration not stated) was read as IP6K1 inh -2, SNCA viab count -7% and SNCA expr inh -24%.
For Cn1ccc(C(=O)N2CCC3(CC2)OC(=O)N(Cc2ccccc2)C3(C)c2ccccc2)n1 (configuration not stated) the results were GPT2 inhibitor inactive, HEK293 tox -1%, IP6K1 inh -9, SNCA viab count -2%, NIH3T3 tox 35µM*, FLuc inh -6% and SNCA expr inh 4%.
Screening Cc1ccccc1NC(=O)CSc1cn(CC(=O)N2CCCC2)c2ccccc12 returned IP6K1 inh -18, SNCA viab count -6% and SNCA expr inh -26%.
Cc1ccc(C(=O)N[C@@H]2CN(c3ccncn3)C[C@H]2CN(C)C)cn1 was read as GPT2 inhibitor -18%, HEK293 tox inactive, IP6K1 inh 3, SNCA viab count 8%, NIH3T3 tox -1%, FLuc inh -2% and SNCA expr inh 7%.

Sorted by count of non-hydrogen atoms (lowest first): 6 of the compounds above.
Cc1ccc(C(=O)N[C@@H]2CN(c3ccncn3)C[C@H]2CN(C)C)cn1 was read as GPT2 inhibitor -18%, HEK293 tox inactive, IP6K1 inh 3, SNCA viab count 8%, NIH3T3 tox -1%, FLuc inh -2% and SNCA expr inh 7%.
`Cc1nnc2c3ccccc3nc(N3CCN(c4ccccc4)CC3)n12` gave IP6K1 inh 15, SNCA viab count 5% and SNCA expr inh 18%.
For CCn1ccc(C(=O)NC2CCN(c3cc(-c4ccccc4)[nH]n3)CC2)n1 the results were GPT2 inhibitor inactive, HEK293 tox -12%, IP6K1 inh 17, SNCA viab count 9%, NIH3T3 tox inconclusive, FLuc inh inconclusive and SNCA expr inh 77%[activator].
For Cc1ccc(-c2nnc(C3CN(C(=O)C4CCC4)CC34CCOCC4)o2)cc1 (configuration not stated) the results were GPT2 inhibitor -1%, HEK293 tox -4%, IP6K1 inh 15, SNCA viab count -10%, NIH3T3 tox -16%, FLuc inh -10% and SNCA expr inh -11%.
CCOc1ccc(-n2cc(-c3ccccc3)c3c(N4CCC(C)CC4)ncnc32)cc1 was read as IP6K1 inh -3, SNCA viab count 5% and SNCA expr inh -1%.
`Cc1ccc(Cn2c(CNS(=O)(=O)c3ccc(C(C)(C)C)cc3)nc3cccnc32)cc1` gave IP6K1 inh -6, SNCA viab count 6% and SNCA expr inh 55%[activator].
